SKKanGAS inh – S. pyogenes SKKanGAS growth inhibitors in kanamycin, primary screen, streptokinase expression inhibitor project, SKKanGAS strain, BacTiter-Glo luminescence. 6 h. inhibition, % at 7.5 µM. 300,000 compounds, 1.3% hits;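 active = mean replicate score, as percent of positive control median, at least 50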;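 also: strain carries kanamycin resistance gene driven by streptokinase promoter and grows in 40 µg/ml kanamycin; loss of luminescence reflects streptokinase promoter inhibition or plain growth inhibition; 0% = median of DMSO wells and 100% = positive control at its reference dose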
TRPC4 PAM – positive allosteric modulators of TRPC4, primary screen, cell-based, mouse TRPC4beta, HEK293 mu-opioid, Fluo-4 calcium; Short transient receptor potential channel 4 (Mus musculus), Q9QUQ5; DAMGO EC20, Fluo-4 Ca2+ flux; hits give high values; B-score at 10 µM; 310,000 compounds, 0.42% hits; AID 2227, 2009;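 active = B-score of calcium response area above 5 SD of library B-scores, with initial fluorescence ratio within 5 SD of library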;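 also: B-score of integrated fluorescence ratio over time as area under calcium response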
MrgX1 antag – antagonists of human MrgX1 receptor, primary screen, HEK293 cells, Fluo-4 calcium flux; Mas-related G-protein coupled receptor member X1 (Homo sapiens), Q96LB2; BAM8-22 antagonism; hits give low values; AID 588676, 2011; B-score at 10 µM; 310,000 compounds, 1.3% hits;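 active = calcium-response B-score plate-corrected more than 3 library SD below zero, starting fluorescence within 5 deviations, no agonist response on first addition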;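 also: peak minus trough fluorescence over baseline after final BAM8-22 challenge near maximal dose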
TRPC6 act – mouse TRPC6 channel activators, primary screen, cell-based, HEK293, membrane potential dye | Short transient receptor potential channel 6 (Mus musculus), Q61143 | B-score at 10 µM | AID 2550, 2010 | 310,000 compounds, 0.13% hits | HEK293-TRPC6 membrane potential dye fluorescence; hits give high values;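 active = B-score of the integrated fluorescence ratio above library mean plus 3 SD, and starting fluorescence ratio within library mean plus 5 SD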;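 also: higher score means more depolarization so channel activation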
Target sequence (Q61143 whole entry, looked up): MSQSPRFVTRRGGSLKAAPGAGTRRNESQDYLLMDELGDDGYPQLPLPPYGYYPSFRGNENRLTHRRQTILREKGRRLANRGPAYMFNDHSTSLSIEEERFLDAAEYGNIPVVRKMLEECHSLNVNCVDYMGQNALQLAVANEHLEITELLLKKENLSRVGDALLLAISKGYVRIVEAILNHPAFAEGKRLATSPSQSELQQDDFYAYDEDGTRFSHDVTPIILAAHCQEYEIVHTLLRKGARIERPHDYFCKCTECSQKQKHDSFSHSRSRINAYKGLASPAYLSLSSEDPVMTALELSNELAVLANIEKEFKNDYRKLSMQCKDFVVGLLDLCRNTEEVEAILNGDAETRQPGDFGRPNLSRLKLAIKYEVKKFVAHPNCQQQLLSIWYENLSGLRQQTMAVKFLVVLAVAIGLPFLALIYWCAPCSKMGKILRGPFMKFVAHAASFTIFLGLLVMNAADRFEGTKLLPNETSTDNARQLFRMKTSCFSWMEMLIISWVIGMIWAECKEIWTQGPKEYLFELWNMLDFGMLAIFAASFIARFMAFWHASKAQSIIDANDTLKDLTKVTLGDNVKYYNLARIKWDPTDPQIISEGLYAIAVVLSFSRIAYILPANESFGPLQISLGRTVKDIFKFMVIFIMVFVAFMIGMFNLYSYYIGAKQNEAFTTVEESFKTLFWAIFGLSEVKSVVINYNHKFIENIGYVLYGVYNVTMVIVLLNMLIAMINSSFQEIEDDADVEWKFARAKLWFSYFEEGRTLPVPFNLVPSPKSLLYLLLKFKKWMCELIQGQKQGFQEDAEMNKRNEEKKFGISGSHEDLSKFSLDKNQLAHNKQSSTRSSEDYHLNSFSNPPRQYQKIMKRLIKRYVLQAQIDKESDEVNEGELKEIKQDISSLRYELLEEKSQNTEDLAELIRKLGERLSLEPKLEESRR
TRPC4 agonist – activators of mouse TRPC4 channel, primary screen, Fluo4 calcium, HEK293 TRPC4beta/mu-opioid cells; Short transient receptor potential channel 4 (Mus musculus), Q9QUQ5; Fluo4 calcium fluorescence; hits give high values; B-score at 10 µM; 310,000 compounds, 0.49% hits; AID 2237, 2010;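 active = B-score above 5 SD of library B-scores, and initial fluorescence ratio not above library mean plus 5 SD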;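 also: positive B-score marks a calcium rise read as TRPC4 activation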
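Assay system: HEK293 cells stably co-expressing mouse TRPC4beta and mu-opioid receptor / Timing: Fluo4 dye loading 45 min at room temperature, 110 s recording / Signal: Fluo4 calcium-sensitive dye fluorescence, kinetic, 1 Hz baseline / Read-out: integrated baseline-normalised fluorescence ratio, converted to per-well B score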
MrgX1 allo act – positive allosteric modulators of MrgX1, primary screen, HEK293 cells, Fluo-4 calcium flux | Mas-related G-protein coupled receptor member X1 (Homo sapiens), Q96LB2 | FDSS; hits give high values | B-score at 10 µM | 310,000 compounds, 0.63% hits | AID 588675, 2011;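 active = plate-corrected calcium response at least 3 library SD above typical, normal starting fluorescence, not activating the receptor alone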;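 also: compound read alongside a low EC10 to EC30 dose of BAM8-22 agonist; peak minus trough fluorescence over baseline measured at the second addition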
TRPC6 inhibitor – mouse TRPC6 channel inhibitors, primary screen, cell-based, HEK293, membrane potential dye; ACh-evoked depolarization; hits give low values; B-score at 10 µM; 310,000 compounds, 1.1% hits; AID 2553, 2010;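 active = B-score under library mean minus 3 SD, initial fluorescence not abnormally high, positive integrated signal ratio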;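 also: B-score derived from integrated fluorescence ratio over the kinetic read; more negative B-score means stronger inhibition of depolarization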
TMEM16A inh – TMEM16A chloride channel inhibitors, primary screen, cell-based, HTS | AID 588511, 2011 | normalized B-score (activity score, 25-100; higher = stronger inhibition) at 10 µM | 310,000 compounds, 1.2% hits | HEK293 TMEM16A/YFP iodide influx fluorescence, ionomycin | Anoctamin-1 (Mus musculus), Q8BHY3;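 active = ratio plate-corrected score three or more library SD toward inhibition, starting fluorescence score within five deviations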;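 also: score derived from kinetic fluorescence span divided by baseline fluorescence per well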
TMEM16A act – TMEM16A chloride channel activators or potentiators, primary screen, cell-based, HTS; Anoctamin-1 (Mus musculus), Q8BHY3; HEK293 TMEM16A/YFP-H148Q/I152L, iodide quench fluorescence; hits give low values; B-score at 10 µM; 340,000 compounds, 0.3% hits; AID 623877, 2012;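 active = fluorescence-ratio B-score plate-corrected deviation score at least 3 library SD below zero, with starting fluorescence score within 5 deviations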;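 also: channel opened by trigger with iodide after compound preincubation; score built on the fluorescence ratio of max minus min over baseline; more negative score means more quench and so TMEM16A activation or potentiation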
TRPC4 block – inhibitors of mouse TRPC4 channel, primary screen, Fluo4 calcium, HEK293 TRPC4beta/mu-opioid cells | DAMGO-evoked Fluo4 calcium flux; hits give low values | B-score at 10 µM | 300,000 compounds, 0.39% hits | AID 2247, 2010;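 active = B-score over 3 SD under the library average, no early fluorescence shift, positive overall ratio signal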
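System: stable TRPC4beta/mu-opioid receptor HEK293 cells; Dosing: single-point compound dosing; Measured by: Fluo4 Ca2+ flux fluorescence; Read-out basis: per-well B score of integrated baseline-normalized Fluo4 ratio.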
MrgX1 ag – agonists of human MrgX1 receptor, primary screen, HEK293 cells, Fluo-4 calcium flux | Mas-related G-protein coupled receptor member X1 (Homo sapiens), Q96LB2 | Fluo-4 calcium fluorescence, agonist mode; hits give high values | B-score at 10 µM | 310,000 compounds, 0.44% hits;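 active = calcium response B-score plate-corrected fluorescence ratio at least 3 library SD, with starting fluorescence B-score inside 5 SD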
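Assay system: MrgX1-expressing HEK293 cells / Amount: fifteen thousand cells per well / Doses: test compound in the initial addition of three / Timing: cells plated overnight, dye loaded 0.5 h 37 °C, 0.5 h room temperature / Technique: kinetic calcium dye fluorescence, Fluo-4 NW / Control set: positive and negative controls per plate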
Numbers without * were called inactive; i = inactive; nt = no result given.

SMILES	SKKanGAS inh	TRPC4 PAM	MrgX1 antag	TRPC6 act	TRPC4 agonist	MrgX1 allo act	TRPC6 inhibitor	TMEM16A inh	TMEM16A act	TRPC4 block	MrgX1 ag
O=C(Nc1cccnc1)c1cc(-c2ccc(Br)cc2)on1	-5.4	i	-8.7*	i	i	i	i	i	i	i	i
COc1cc(-c2cc(C(=O)Nc3ccc(S(=O)(=O)Nc4ncccn4)cc3)c3ccccc3n2)cc(OC)c1OC	31.4	i	i	i	i	i	i	i	i	i	i
COc1ccccc1OCC(=O)Nc1ccccc1C(=O)NCc1cccnc1	-2.1	i	i	i	i	i	i	i	i	i	i
C/C(Cn1cnc([N+](=O)[O-])n1)=N\NC(=O)c1ccc(F)cc1	2.8	i	i	i	i	i	i	i	i	i	i
Cc1ccc(Cl)c(OCCN2CCCC(C)C2)c1 (stereo unspecified)	2.1	34*	i	i	i	i	i	i	i	i	i
O=C(Nc1ccccc1)N1CCN(c2ccc(C(F)(F)F)cn2)CC1	4.3	i	i	i	i	i	i	i	i	i	i
COc1ccc(C(=O)NCc2ccc(Cl)c(Cl)c2)cc1OC	-1.5	i	i	i	i	i	i	i	i	i	i
COC(=O)c1ccccc1-n1c(CCC(=O)O)ccc1-c1ccccc1	6.0	i	i	i	i	i	i	i	i	i	i
CC1=CC(C)(C)n2c(O)c(N=NC(N)=S)c3c(C)ccc1c32	-5.4	i	i	i	i	i	i	i	i	i	i
Cc1csc2nc(CNC(=O)c3ccco3)cn12	1.3	i	i	i	i	i	i	i	i	i	i
COc1cccc(-n2c(=S)sc3c(=O)n(-c4ccccc4OC)c(=S)[nH]c32)c1	4.3	i	i	i	i	i	i	i	i	i	i
Cc1ccc([C@@H]2CC=C(C(=O)O)[C@H](c3ccc(F)cc3)N2S(=O)(=O)c2ccc(C)cc2)cc1	nt	nt	i	nt	nt	i	nt	i	i	nt	i
CCOC(=O)c1sc(NC(=O)c2ccc(=O)[nH]c2)nc1C	10.2	i	i	i	i	i	i	i	i	i	i
CCc1ccc(C2c3[nH]c4ccccc4c3CCN2C(=O)c2ccc(=O)n(C)n2)cc1 (stereo unspecified)	6.3	i	i	i	i	i	i	i	i	i	i
COc1ccc(-c2cnc(OC(C)(C)C)nc2OC(C)(C)C)cc1OC	4.6	i	i	i	i	i	i	i	i	i	i
CSc1nnc(C)c(=O)[nH]1	-0.1	i	i	i	i	i	i	i	i	i	i
O=C(CSc1nnnn1C1CCCC1)Nc1ccccc1N1CCOCC1	-2.2	i	i	i	i	7.94*	i	i	i	i	i
O=S(=O)(/N=C(/Nc1ccc(F)cc1F)c1ccccc1)c1ccccc1	-5.6	i	i	i	i	i	i	i	i	i	i
O=S(=O)(NCc1ccc(F)cc1)c1ccc(-n2cnnn2)cc1	-3.0	i	i	i	i	i	i	i	i	i	i
CC1CC(C)(C)NC(=S)N1CCCC(=O)Nc1ccccc1F (stereo unspecified)	4.0	i	i	i	i	i	i	i	i	i	i
CCn1c(Oc2ccc(F)cc2)nc2c1c(=O)n(C)c(=O)n2C	4.7	i	i	i	i	i	i	i	i	i	i
COc1cc2c(cc1OC)C1=C(C#N)CCC(=NC(=O)c3ccc(Cl)cc3)N1CC2	5.2	i	i	i	i	i	i	i	i	i	i
COc1ccccc1/C=N/NC(=O)c1nnn(-c2nonc2N)c1CSC1=NCCS1	-0.5	i	i	i	i	i	i	i	i	i	i
O=C(CSc1nnc(-c2ccc(C(F)(F)F)cn2)s1)c1ccc(Cl)cc1	-4.5	i	i	i	i	i	i	i	i	i	i
O=S(=O)(c1ccc(Br)cc1)n1c(Cc2ccccc2)nc2ccccc21	-4.8	i	i	i	i	i	i	i	i	i	i
O=C(COC(=O)c1cncc(Br)c1)NCCC1=CCCCC1	-5.8	i	i	i	i	i	i	i	i	i	i
CCOC(=O)c1nnc(-c2ccccc2)nc1NC	5.3	i	i	i	i	i	i	i	i	i	i
Cc1ccnc(NS(=O)(=O)c2ccc(NC(=O)C3CCCO3)cc2)n1 (stereo unspecified)	-6.0	i	i	i	i	i	i	i	i	i	i
Cc1ccc2nc(Nc3nc(C)cc(-c4ccccc4)n3)[nH]c(=O)c2c1	85.9*	i	i	i	i	i	i	i	i	i	i
Cc1cc(C[n+]2cc(Br)ccc2N)c2ncccc2c1	4.3	i	i	i	i	i	i	i	i	i	i
Cn1c(=O)[nH]c(=O)c2c1nc(N1CCNCC1)n2CCOc1ccccc1	2.9	i	i	i	i	i	i	i	i	i	i
Nc1nnc(-c2cc3ccccc3oc2=O)s1	-2.9	i	i	i	i	i	i	i	i	i	i
COCCCNC(=O)CCc1c(C)nc2c(-c3ccc(F)cc3)c(C)nn2c1C	15.2	i	i	i	i	i	i	i	i	i	i
CCCc1cc(=O)[nH]c(SCC(=O)NCCC2=CCCCC2)n1	3.1	i	i	i	i	i	i	i	i	i	i
O=c1c2sccc2nc(SCc2cc(=O)n3cc(Cl)ccc3n2)n1Cc1ccccn1	8.7	i	i	i	i	i	i	i	i	i	i
CCOC(=O)C1CCCN(c2c(NCCc3ccccc3)c(=O)c2=O)C1 (stereo unspecified)	7.6	i	i	i	i	i	i	i	i	i	i
Cc1nn(CC(=O)OC(C)C(=O)Nc2ccccc2[N+](=O)[O-])c(C)c1[N+](=O)[O-] (stereo unspecified)	5.2	i	i	i	i	i	i	i	i	i	i
CCn1ncc(Cl)c1C(=O)Nc1ccc2c(c1)CCC2	2.1	i	i	i	i	i	i	i	i	i	i
COc1ccc(CC(NC(C)=O)C(=O)NC2CCN(C(=O)Nc3ccc(Cl)cc3)CC2)cc1OC (stereo unspecified)	4.9	i	i	i	i	i	i	i	i	i	i
O=C(COc1ccc(Br)cc1Cl)Nn1cnnc1	0.2	i	i	i	i	i	i	i	i	i	i
CCOc1ccc(CCNC(=O)C2=C(C)C(=O)OC23CCC(C)CC3)cc1OCC (stereo unspecified)	-3.0	i	i	i	i	i	i	i	i	i	i
COc1cccc(NC(=O)Nc2ccc3c(c2)OCO3)c1	8.3	i	i	i	i	i	i	i	i	i	i
COc1ccc(CNC(=O)C2(CC3CC(c4ccccc4)=NO3)CCN(C(=O)CCCCCBr)CC2)cc1 (stereo unspecified)	-5.8	i	i	i	i	i	i	i	i	i	i
CCC(C)(C)NC(=O)CN(C(=O)c1snc(C(N)=O)c1N)c1ccc2c(c1)OCCO2	-5.5	i	i	i	i	i	i	i	nt	i	i
S=C(NCCN1CCOCC1)Nc1ccc(Cl)c(Cl)c1	-5.7	i	i	i	i	i	i	i	i	i	i
COC(=O)C(O)(CC(=O)Nc1cc(OC)c(OC)c(OC)c1)C(F)(F)F (stereo unspecified)	-2.0	i	i	i	i	i	i	i	i	i	i
CCOc1cccc(C(=O)Nc2cccc(-c3nc4ncccc4o3)c2C)c1	0.4	i	i	i	i	i	i	i	i	i	i
CC(NC(=S)N1CCOCC1)c1ccccc1 (stereo unspecified)	-2.4	i	i	i	i	i	i	i	i	i	i
O=C(CN1C(=O)c2cccc3cccc(c23)C1=O)N1CCN(Cc2ccc3c(c2)OCO3)CC1	-6.8	i	i	i	i	i	i	i	i	i	i
O=C(COCc1cc(-c2ccc3c(c2)OCO3)on1)N1CCN(c2ccc(F)cc2)CC1	-6.4	i	i	i	i	i	i	i	i	i	i

(listing goes on)
SMILES	SKKanGAS inh	TRPC4 PAM	MrgX1 antag	TRPC6 act	TRPC4 agonist	MrgX1 allo act	TRPC6 inhibitor	TMEM16A inh	TMEM16A act	TRPC4 block	MrgX1 ag
Cc1ccc(C(=O)N2CCN(c3cc(=O)[nH]nc3-c3ccccc3)CC2)cc1	-0.1	i	i	i	i	i	i	i	i	i	i
Cc1c(NS(=O)(=O)c2ccc(N(C)C3CCCCC3)c([N+](=O)[O-])c2)c(=O)n(-c2ccccc2)n1C	3.9	i	i	i	i	i	i	i	i	i	i
O=C1CCCC(O)=C1N=Nc1c(Cl)cc(C(F)(F)F)cc1Cl	15.7	i	i	i	i	i	i	i	i	i	i
CC(OC(=O)C1=COCCO1)C(=O)Nc1ccccc1C#N (stereo unspecified)	6.3	i	i	i	i	i	i	i	i	i	i
Cc1ccc2[nH]c3c(Cl)ncnc3c2c1	-5.7	i	i	i	i	i	i	i	i	i	i
O=C(O)CC(c1ccc(F)cc1F)N1Cc2ccccc2C1=O (stereo unspecified)	5.6	i	i	i	i	i	i	i	nt	i	i
CC(Oc1ccc(F)cc1)C(=O)Nc1cc(S(=O)(=O)N2CCOCC2)ccc1N1CCN(C)CC1 (stereo unspecified)	2.5	i	i	i	i	i	i	i	i	i	i
Cn1nnnc1SCCNCc1ccccc1OCc1ccccc1	-1.4	i	i	i	i	i	i	i	i	i	i
O=C(O)CNC1=NCCCCC1	-2.2	i	i	i	i	i	i	i	i	i	i
Cc1nonc1OCCNCc1c(C(=O)N(C)C)nc2ccc(Cl)cn12	0.9	i	i	i	i	i	i	i	i	i	i
CCOc1cccc(NC(=O)C2CC(=O)NC(=Nc3ccccc3)S2)c1 (stereo unspecified)	-0.3	i	i	i	i	i	i	i	i	i	i
COc1ccc(NC(=O)O/N=C2/CCCc3ccc(OC)cc32)cc1	-6.6	i	i	i	i	i	i	i	i	i	i
COC(=O)C(=C/C(C)=C/c1cccnc1)C(=O)OC	-8.8	i	i	i	i	i	i	i	i	i	i
